Screens (PubChem BioAssay)
inhibitors of VEEV = inhibitors of VEEV TC-83 cytopathic effect, confirmation, Vero cells (AID 588727) | Vero cells, VEEV TC-83 cytopathic effect inhibition; higher % means a stronger effect | inhibition, % at 20 µM, or IC50 in µM where a hit was titrated | hit rate 0.13% among 350,000; in the data active = a potency from the dose series; inconclusive = inhibition mostly from about 14% at the one dose, without a potency; inactive = the rest, 99 in 100 with inhibition below about 12%; also: strong numbers were not always called active
influenza NS1A = H1N1 influenza NS1A inhibitors, functional cell based assay (AID 504329); NS1A functional cell-based assay, percent inhibition; higher % means a stronger effect; inhibition, % at 12.5 µM, or IC50 in µM where a hit was titrated; hit rate 0.3% among 340,000; in the data active = a potency from the dose series; inconclusive = inhibition above about 27% without an active follow-up result; also: strong numbers were not always called active
PhoP GFP inhibition = PhoP regulon inhibitors, Salmonella typhi PhoP promoter GFP reporter, confirmatory (AID 1850); Salmonella Typhi PhoP-promoter GFP reporter, fluorescence, 4 h; higher % means a stronger effect; one-dose inhibition, % at 50 µM; IC50 in µM for titrated hits; hit rate 0.33% among 310,000; in the data active = a potency from the dose series; inconclusive = inhibition mostly from about 25% at the one dose, without a potency; inactive = the rest, 99 in 100 with inhibition below about 19%;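 also: 0% = induced wells with vehicle and 100% = uninduced wells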
H37Rv inhibition = M. tuberculosis growth inhibition, HTS (AID 449762). M. tuberculosis H37Rv growth inhibition, 7H9 media; higher % means a stronger effect. inhibition, % at 25 µM, or IC50 in µM where a hit was titrated. hit rate 0.59% among 330,000; in the data active = a potency from the dose series; inconclusive = inhibition above about 70% without an active follow-up result;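 also: bacterial growth assessed after seven days of incubation; strong numbers were not always called active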
M. tuberculosis = growth inhibition of non-replicating M. tuberculosis (AID 488890). hit rate 0.39% among 320,000. inhibition, % at 25 µM, or IC50 in µM where a hit was titrated. Mycobacterium tuberculosis non-replicating, growth inhibition; higher % means a stronger effect; in the data active = a potency from the dose series; inconclusive = inhibition mostly from about 82% at the one dose, without a potency; inactive = the rest, 99 in 100 with inhibition below about 76%;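 also: plate controls were DMSO cells for no effect and high antibiotic wells for full effect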
inhibitors of VEEV 10K pilot screen = also measured in inhibitors of VEEV; calls as there; inhibition, %; measured here: 10K pilot screen inhibition
Starred values were filed as active, the others as inactive; i = inactive; ? = inconclusive; . = not tested or not shown.

SMILES	inhibitors of VEEV	influenza NS1A	PhoP GFP inhibition	H37Rv inhibition	M. tuberculosis	others
Cc1nc2cc(CC(=O)O)ccc2o1	2.4%	-6%	1%	-7%	-8%
CC1CCc2c(C(=O)NCCCN3CCOCC3)csc2C1 (stereo not drawn)	i	-6%	-7%	-7%	.
Oc1ccc(-c2csc(-c3cccnc3)n2)c(O)c1	6.5%	-7%	-2%	63%	22%
CC(=O)C(=Nc1ccccc1Cl)NNc1ccc(Cl)cc1	0.8%	17%	-3%	?	18%
O=C(CN1CCCC1)NCC12CC3CC(CC(C3)C1)C2	1.6%	-2%	7%	-14%	41%
CC(=O)c1cccc(NC(=O)N2CCCC2C(=O)NC2CCCC2)c1 (stereo not drawn)	1.8%	7%	12%	-1%	-12%
COc1ccc(Cl)cc1N(C(C)C(=O)O)S(C)(=O)=O (stereo not drawn)	0.1%	6%	-9%	-7%	2%
CC(=O)Nc1ccc(-c2cn3ccsc3n2)cc1	1.0%	0%	4%	-3%	.
Nc1nc(SCc2ccccc2)c2ncn(C3CCCO3)c2n1 (stereo not drawn)	3.4%	-13%	.	.	.
Cc1ccc(C2=NNC(C(O)C(O)C(O)C(O)CO)S2)cc1 (stereo not drawn)	2.9%	8%	19%	-4%	-5%
S=c1nc(C2CCCCC2)[nH]c2ccccc12	0.1%	-9%	-5%	-4%	18%
COc1ccccc1-n1c(SCC(=O)Nc2cccc3ccccc23)nc(O)cc1=O	0.3%	-12%	-5%	5%	3%
Cc1ccc(C(=O)CCC(=O)N(C)CC(=O)Nc2c(Cl)cccc2Cl)cc1	4.1%	-8%	-3%	-13%	-7%
Cc1ccc(S(=O)(=O)Nc2ccc3c(c2)nc(CCN2CCCCC2)n3C)cc1	10%	13%	-11%	-8%	-17%
CCOP(=O)(OCC)c1cc(C)c(O)c(C(C)(C)C)c1	0.2%	-12%	3%	-9%	5%
CC(O)[C@H]1CNCCN1CC1(c2ccccc2)CC1 (stereo partly drawn)	0.8%	-9%	1%	-2%	-6%
CCc1nnc(NC(=O)CCC(=O)Nc2ccc(OC)cc2OC)s1	1.5%	9%	-1%	5%	13%
O=C(CCCC(=O)N(CC(=O)NC1CCCC1)c1ccc(F)c(Cl)c1)Nc1ccccn1	1.0%	-6%	-1%	-5%	10%
Cc1ccc(C)c(S(=O)(=O)Nc2ccc3scnc3c2)c1	i	6%	-2%	-2%	10%
CC(=O)N1[C@H](C)C=C[C@]1(Cc1ccccc1)C(=O)O	0.2%	-5%	-8%	0%	-10%
COc1ccc(-n2c(-c3cccc(C)c3[N+](=O)[O-])n[nH]c2=S)cc1	7.3%	0%	1%	-15%	-14%
Cc1c(NC(=S)N/N=C\c2ccccc2O)c(=O)n(-c2ccccc2)n1C	0.6%	6.1µM*	-12%	5%	-16%
Cc1c(NC(=O)c2cc3ccccc3c(=O)s2)c(=O)n(-c2ccccc2)n1C	4.5%	6%	-11%	1%	-6%
Cc1noc(C)c1Cn1nc(C(=O)O)c2ccccc2c1=O	1.4%	0%	10%	1%	-7%
Cc1ccc(C(=O)N/N=C/c2ccc(-c3cccc(C(F)(F)F)c3)o2)cn1	10%	-1%	-28%	6%	-3%
O=C(Cn1ccc(C(F)(F)F)n1)NNC(=O)c1cccnc1	1.4%	-11%	-7%	-4%	-5%
Brc1cc(-c2ccccc2)nc(-c2ccccc2)n1	i	.	6%	-2%	-5%
COCCn1c(SCC(=O)c2ccc3c(c2)OCCO3)nnc1-c1ccco1	1.5%	8%	-15%	.	2%	inhibitors of VEEV 10K pilot screen=0.6
Cc1ccc(S(=O)(=O)NCC(=O)OCC(=O)NC(=O)NC2CCCC2)cc1	5.0%	0%	-15%	-5%	-17%
CC1Cc2cc(/C(O)=C3\C(=O)C(=O)N(Cc4ccncc4)C3c3ccccc3F)ccc2O1 (stereo not drawn)	2.3%	-12%	-3%	1%	6%
COc1ccc(C(=O)N/C(=C\c2cn(C)c3ccccc23)C(=O)NCCCN2CCOCC2)cc1OC	0.8%	-6%	-3%	5%	-12%
COc1ccc(CCNC(=O)CN2C(=O)NC3(CCc4ccccc43)C2=O)cc1 (stereo not drawn)	i	-2%	.	0%	23%
COc1cccc(CC(=O)N2CCC(n3nccc3NC(=O)C3CCOC3)CC2)c1 (stereo not drawn)	2.6%	-13%	-8%	1%	-6%
COc1cc(C(=O)NC(C(=O)Nc2cccc(C(C)=O)c2)C(C)C)cc(OC)c1OC (stereo not drawn)	8.9%	-6%	-19%	-2%	16%
COc1ccccc1CNS(=O)(=O)c1ccc(-n2cnnn2)c(OC)c1	4.1%	2%	2%	2%	-1%
Cc1ccc(C)c(C(=O)n2cnnc2N)c1	1.4%	-148%	-7%	-10%	-10%
CS(=O)(=O)N(CCc1ccccc1)CC(=O)NCc1ccncc1	i	5%	6%	9%	0%
CCn1nnc(NC(=O)c2ccc(C(C)(C)C)cc2)n1	1.9%	1%	-22%	5%	6%
CC1CCN(C(=O)C(=O)Nc2sc3c(c2C(N)=O)CC(C)(C)OC3)CC1	0.5%	4%	0%	-3%	1%
O=C(O)CCC(=O)Nc1ccc(Cc2ccc(NC(=O)CCC(=O)O)cc2)cc1	6.8%	2%	0%	-6%	-6%
CC(C)c1ccc(NC(=O)CSc2nnc(OC(=O)N(C)C)n2C2CC2)cc1	0.1%	-10%	-4%	-1%	-17%
Cn1cnc(S(=O)(=O)Nc2cc(C(F)(F)F)ccc2N2CCOCC2)c1	0.6%	-8%	8%	5%	11%
CCCC(C(=O)OCC)P(=O)(c1ccccc1)c1ccccc1 (stereo not drawn)	i	1%	3%	-7%	9%
COc1ccccc1NCCC(=O)OCC(=O)Nc1ccc(Cl)cn1	1.6%	15%	-5%	-10%	78%
CN(Cc1cnn(C)c1)Cc1nc(Cc2ccccc2Cl)no1	0.9%	-7%	8%	-6%	-17%
O=[N+]([O-])c1ccc(-c2cnc3ccccc3n2)cc1	0.6%	7%	-3%	8%	-11%
N#Cc1ccc(Oc2ccc(S(=O)(=O)N3CCOCC3)cn2)cc1	2.8%	-8%	8%	-3%	-20%
Cc1nc2scc(-c3ccc(C(C)(C)C)cc3)c2c(=O)n1N	9.0%	-3%	10%	63%	21%
O=c1[nH]c(-c2ccncc2)nc2ccccc12	0.7%	5%	3%	0%	.
COc1ccc(CC(=O)NCc2ccccc2)cc1	0.2%	20%	-3%	12%	50%
CCC(C)NC(=O)Cn1cnc2sc(C)c(S(=O)(=O)N3CCCCC3)c2c1=O (stereo not drawn)	i	9%	1%	-6%	-9%
Cc1cc(N2CCN(c3nc(-c4ccccc4)cs3)CC2)c2ccccc2n1	8.6%	-1%	12%	?	72%
Cc1cc(C)c(C(=O)CSc2nc(C)cc(C)c2C(N)=O)c(C)c1	i	21%	-11%	-7%	-22%
CCc1nnc(NC(=O)CCC(=O)NC2CCCC2)s1	i	-18%	2%	-7%	-7%
Cc1cc(C)c(C)c(S(=O)(=O)N2CCC(C(=O)N3CC(C)CC(C)C3)CC2)c1C (stereo not drawn)	4.5%	7%	1%	-10%	37%
CN(C)c1ccc(C2C3=C(CCCC3=O)OC3=C2C(=O)CCC3)cc1	1.4%	8%	6%	-9%	5%
CCc1ccc(-c2ccc(C(=O)O)c(C)n2)cc1	i	-2%	-6%	2%	-6%
COc1ccc(-c2nc3ccccc3c(=O)n2NC(=S)N(C)C)cc1	0.2%	3%	-2%	4%	47%
COc1ccc(NC(=S)N(Cc2cccc(Br)c2)CC2CCC(C(=O)O)CC2)cc1 (stereo not drawn)	1.7%	2%	-6%	0%	0%
CCOC(=O)CCNC(=O)Nc1ccc2nc(C)n(Cc3ccccc3Cl)c(=O)c2c1	0.3%	0%	12%	-1%	15%

Pulled by structure from above, 4 records:
SMILES	inhibitors of VEEV	influenza NS1A	PhoP GFP inhibition	H37Rv inhibition	M. tuberculosis	others
CCc1nnc(NC(=O)CCC(=O)NC2CCCC2)s1	i	-18%	2%	-7%	-7%
CCC(C)NC(=O)Cn1cnc2sc(C)c(S(=O)(=O)N3CCCCC3)c2c1=O (stereo not drawn)	i	9%	1%	-6%	-9%
Cc1cc(C)c(C)c(S(=O)(=O)N2CCC(C(=O)N3CC(C)CC(C)C3)CC2)c1C (stereo not drawn)	4.5%	7%	1%	-10%	37%
Cc1cc(N2CCN(c3nc(-c4ccccc4)cs3)CC2)c2ccccc2n1	8.6%	-1%	12%	?	72%

(listing goes on)
SMILES	inhibitors of VEEV	influenza NS1A	PhoP GFP inhibition	H37Rv inhibition	M. tuberculosis	others
CCOc1ccccc1N1CCN(C(=O)CNC(=O)c2sc3ccccc3c2Cl)CC1	i	6%	-3%	28%	18%
Cn1ncc(Cl)c1C(=O)N1CCc2ccccc21	1.5%	1%	0%	-9%	-9%
O=C1N/C(=N\N=C\c2cccs2)SC1Cc1cccc(Cl)c1Cl (stereo not drawn)	i	8%	-5%	5%	5%
CC(=O)Nc1ccc(S(=O)(=O)N2CCN(c3cnn(C)c(=O)c3Cl)CC2)cc1	0.1%	3%	2%	-5%	-5%
COC(=O)c1cc(S(=O)(=O)N(C)C2CCCCC2)oc1C	1.7%	.	1%	4%	7%
CCOc1ccc(C(=O)NCC(=O)Nc2cc(C)ccn2)cc1OCC	4.0%	-8%	.	4%	-12%
O=C(CCNC(=O)c1ccco1)NCc1ccc(F)cc1	0.3%	-1%	.	-3%	2%
Nc1ccc(-n2ccnc2)cc1	4.0%	-1%	-2%	?	42%
O=C(COC(=O)c1ccc(F)c(S(=O)(=O)N2CCOCC2)c1)NCc1ccccc1	1.7%	75%	.	5%	4%
CCOc1ccc(-c2c(C(=O)N/N=C(\C)c3ccco3)nnn2-c2nonc2N)cc1	1.4%	0%	0%	-2%	9%
COc1cccc(/C=N/c2nc3ccccc3n2C)c1O	0.1%	-9%	3%	3%	-6%
N#CCCn1cc(C(=O)Nc2ccc(C(=O)O)cc2)c(-c2ccc([N+](=O)[O-])cc2)n1	0.6%	-3%	9%	0%	-8%
O=C(CSc1nc(=O)n(Cc2ccccn2)c2c1CCC2)Nc1ccc(F)cc1F	4.5%	-12%	-2%	-3%	7%
CCCCc1ncc(CN2CCC(n3nccc3NC(=O)C(OC)c3ccccc3)CC2)[nH]1 (stereo not drawn)	1.8%	-4%	-2%	-4%	3%
Cc1cc(F)ccc1S(=O)(=O)N1CCCCC1CCNC(=O)C(=O)NCc1ccccn1 (stereo not drawn)	8.3%	-3%	2%	2%	34%
O=C(c1ccccc1F)N1CCN(Cc2ccccc2F)CC1	0.7%	12%	2%	0%	-6%
COc1ccc(CCn2cc(C#N)c(=O)[nH]c2=O)cc1OC	0.8%	7%	-4%	-4%	2%
C=CCn1c(SCC(=O)NCc2ccc3c(c2)OCO3)nc2scc(-c3ccccc3)c2c1=O	8.4%	-6%	2%	-9%	0%
C#CCOCCOCCOCCNc1nc(N2CCN(C(=O)[C@H](CCCCN)n3cc(CN)nn3)CC2)nc(N2CCN(C(=O)[C@H](CCCCN)n3cc([C@@H](N)[C@H](C)CC)nn3)CC2)n1	0.7%	-6%	.	11%	64%
COc1cccc(/C=C2\SC(N3CCCC(C)C3)=NC2=O)c1OC (stereo not drawn)	3.9%	-3%	-8%	-10%	20%
S=C(NCc1ccco1)Nc1ccc(Cl)c(Cl)c1	1.9%	1%	-4%	?	?
CCCCOc1ccc(S(=O)(=O)NNC(=O)C2Cc3c(ccc4ccccc34)O2)cc1 (stereo not drawn)	6.1%	-3%	-5%	6%	48%
CCn1c(=O)c2sccc2n(Cc2ccccc2)c1=O	1.2%	-24%	-3%	-10%	25%
CN(C)C(=O)c1ccc(-c2nnc(NCc3ccccc3)c3ccccc23)cc1	6.4%	-2%	5%	0%	34%
CCOC(=O)N1CCC(n2c(SCC(=O)Nc3ccccc3OC)nc3ccccc3c2=O)CC1	i	-21%	-10%	29%	45%
Fc1ccccc1OCCSc1nc2ccccc2o1	0.3%	-8%	-6%	-1%	1%
COc1ccc(-c2noc(-c3ccccc3C(=O)NCC3CCCO3)n2)cc1 (stereo not drawn)	6.2%	-3%	-3%	6%	1%
Cn1c(N)c(N2CCN(c3ccccc3)CC2)c(=O)[nH]c1=O	i	1%	-2%	-6%	-17%
Cc1ccc(SCCC(=O)OCn2nnc3ccccc3c2=O)cc1	0.3%	9%	10%	63%	?
CC1CC(C)CN(CC(=O)N2CCOCC2)C1 (stereo not drawn)	0.7%	-11%	-5%	0%	-5%
CCC1Oc2ccccc2N(CC(=O)Nc2ccc3c(c2)OCCO3)C1=O (stereo not drawn)	2.3%	3%	-8%	1%	5%
COc1ccc(C(=O)NNC(=O)C23CC4CC(CC(C4)C2)C3)cc1OC	2.3%	-7%	.	-5%	-1%
